EBV LMP1 NFkB = EBV LMP1-driven NF-kappaB luciferase reporter inhibitors, primary screen, cell-based, luminescence, single point; 350,000 tested, 0.69% active; inhibition, % at 12.5 µM; LMP1-induced NF-kappaB luciferase reporter cells; AID 504558, 2011; in the data active means inhibition above about 41%;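 further: 0% = neutral control wells and 100% = reference inhibitor control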
NR5A2 inv ag = LRH-1 (NR5A2) inverse agonists, primary screen, cell-based, luminescence, HEK293T, StAR-luciferase reporter | Nuclear receptor subfamily 5 group A member 2 (Homo sapiens), O00482 | LRH-1 transfected, 24 h | inhibition, % at 3.6 µM | 360,000 tested, 0.13% active;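 active means inhibition above the mean inhibition of all tested compounds plus 3 SD, cut at about 73% in these data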;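 further: 0% = DMSO wells and 100% = reporter-only cells lacking LRH-1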
TROY NFkB inh = inhibitors of TROY-driven NF-kB signaling, primary screen, Q293 LMP1-TROYcd cells, NF-kB luciferase, uHTS. Q293 LMP1-TROYcd NF-kB luciferase reporter, 4 h. inhibition, % at 10 µM. 360,000 tested, 0.98% active;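 active means compounds whose plate-normalised and pattern-corrected inhibition of the luciferase reporter signal at the single screening dose is 50% or more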
NCOA2 inhibitor = inhibition of GAL4-SRC2 driven luciferase reporter, primary screen, SRC2 inhibitor project, cell-based, luminescence; Nuclear receptor coactivator 2 (Homo sapiens), Q15596; HEK293 GAL4-SRC2 luciferase reporter; inhibition, % at 9 µM; 370,000 tested, 0.17% active;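 active means inhibition above the mean inhibition of all tested compounds plus 3 SD, set per campaign, cut at about 52% in these data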;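 further: 0% = DMSO treated cells and 100% = cells given Gossypol at 36 µM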
C8 TRAIL sens = viability loss with TRAIL in NB7+C8 cells, primary screen, TRAIL sensitizer project, cell-based, ATPlite luminescence | inhibition (viability loss, TRAIL sensitization), % at 10 µM | 360,000 tested, 1% active;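 active means compounds causing at least 50% loss of cell viability in the single-dose screen, relative to plate controls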
TLR9-MyD88 block = inhibitors of TLR9-MyD88 association in cells, primary screen, cell-based, CHO, BLA complementation, fluorescence; CCF4 FRET ratio; inhibition, % at 4.98 µM; 340,000 tested, 0.21% active; AID 504734, 2011;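 active means inhibition above the mean over all tested compounds plus 3 SD, cut at about 21% in these data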;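 further: 0% = DMSO only wells and 100% = clavulanate BLA inhibitor control wells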
NR2F2 inh = NR2F2 transcriptional activity inhibitors, primary screen, cell-based, luciferase reporter, HEK293T, luminescence; AID 686940, 2013; 370,000 tested, 0.7% active; COUP transcription factor 2 (Homo sapiens), P24468; inhibition, % at 8.6 µM; HEK293T NGFI-A luciferase reporter;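 active means inhibition above a per-plate cutoff, mean inhibition of test wells between control levels plus 3 SD, cut at about 38% in these data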;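 further: cells cotransfected with COUP-TFII expression vector driving the NGFI-A reporter; 0% = median of COUP-TF2 test wells and 100% = reporter-only cells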
NOD2 RIPK2 PPI = NOD2-RIPK2 binding disruptors in cells, primary screen, fluorescence, CHO cells, BLA complementation; AID 624267, 2012; inhibition, % at 4.98 µM; 360,000 tested, 0.38% active; CCF4 ratio; Receptor-interacting serine/threonine-protein kinase 2 (Homo sapiens), O43353; in the data active means inhibition above about 21%;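 further: 0% = vehicle only and 100% = reference blocker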
NCOA3 inh = SRC3 coactivator transcriptional activity inhibitors, primary screen, cell-based, luminescence; Nuclear receptor coactivator 3 (Homo sapiens), Q9Y6Q9; HEK293 GAL4-SRC3 luciferase reporter; inhibition, % at 3.6 µM; 360,000 tested, 0.17% active; AID 588352, 2011;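 active means inhibition above a per-campaign cutoff, the mean of all compounds plus 3 SD, cut at about 60% in these data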;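 further: 0% = DMSO-treated cells and 100% = gossypol-treated cells at 36 µM; higher means less SRC3-driven luciferase light from the GAL4 reporter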
NCOA1 inh = SRC1 coactivator transcriptional activity inhibitors, primary screen, cell-based, luminescence. 360,000 tested, 0.12% active. inhibition, % at 3.6 µM. HEK293 GAL4-SRC1 luciferase reporter. Nuclear receptor coactivator 1 (Homo sapiens), Q15788;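 active means inhibition above the campaign mean plus 3 SD, with each screening campaign given its own cutoff, cut at about 60% in these data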;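 further: 0% = DMSO treated cells and 100% = gossypol at 36 µM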
Target sequence (Q15788 whole entry, looked up, the tested form may be a part): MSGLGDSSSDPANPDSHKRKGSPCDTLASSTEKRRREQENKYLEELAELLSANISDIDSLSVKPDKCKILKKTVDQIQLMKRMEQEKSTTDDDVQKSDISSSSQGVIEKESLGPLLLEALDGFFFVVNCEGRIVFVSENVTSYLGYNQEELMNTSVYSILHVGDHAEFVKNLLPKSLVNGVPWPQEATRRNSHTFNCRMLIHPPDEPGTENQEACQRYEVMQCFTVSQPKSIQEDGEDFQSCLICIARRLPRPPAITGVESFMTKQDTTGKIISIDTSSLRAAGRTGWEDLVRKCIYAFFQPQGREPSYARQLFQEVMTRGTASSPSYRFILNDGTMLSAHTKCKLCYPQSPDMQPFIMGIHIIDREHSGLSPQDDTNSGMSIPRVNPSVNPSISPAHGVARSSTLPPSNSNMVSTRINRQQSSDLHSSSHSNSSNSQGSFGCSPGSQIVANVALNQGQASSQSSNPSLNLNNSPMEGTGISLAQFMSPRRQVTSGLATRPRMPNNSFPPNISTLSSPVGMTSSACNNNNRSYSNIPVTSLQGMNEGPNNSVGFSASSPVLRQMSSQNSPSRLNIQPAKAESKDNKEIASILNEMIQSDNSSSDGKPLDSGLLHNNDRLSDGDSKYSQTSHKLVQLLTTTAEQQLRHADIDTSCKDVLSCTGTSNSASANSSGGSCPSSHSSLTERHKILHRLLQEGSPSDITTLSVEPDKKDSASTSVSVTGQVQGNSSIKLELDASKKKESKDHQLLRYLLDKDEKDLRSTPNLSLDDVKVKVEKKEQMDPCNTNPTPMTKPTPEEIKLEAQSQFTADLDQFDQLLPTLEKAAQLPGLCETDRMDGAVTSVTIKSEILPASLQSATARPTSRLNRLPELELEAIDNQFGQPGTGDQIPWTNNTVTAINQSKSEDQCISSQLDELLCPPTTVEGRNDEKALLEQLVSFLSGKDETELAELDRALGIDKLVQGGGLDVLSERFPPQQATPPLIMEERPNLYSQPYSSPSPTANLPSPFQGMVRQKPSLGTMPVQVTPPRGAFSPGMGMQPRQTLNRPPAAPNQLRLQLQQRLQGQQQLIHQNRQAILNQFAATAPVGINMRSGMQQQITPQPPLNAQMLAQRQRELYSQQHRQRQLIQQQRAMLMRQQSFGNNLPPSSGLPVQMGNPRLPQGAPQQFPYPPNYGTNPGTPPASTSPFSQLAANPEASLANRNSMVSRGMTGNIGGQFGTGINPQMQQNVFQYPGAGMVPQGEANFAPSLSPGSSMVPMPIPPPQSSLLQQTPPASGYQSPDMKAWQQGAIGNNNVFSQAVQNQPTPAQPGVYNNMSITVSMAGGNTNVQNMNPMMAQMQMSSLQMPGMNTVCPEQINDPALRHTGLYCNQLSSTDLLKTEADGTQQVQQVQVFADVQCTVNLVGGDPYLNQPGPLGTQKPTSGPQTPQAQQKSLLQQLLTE
TWEAK-Fn14 inh = inhibitors of TWEAK-Fn14 signaling, primary screen, luciferase reporter cells, uHTS | TWEAK-stimulated Fn14 reporter cells, luciferase luminescence, 8 h | inhibition, % at 10 µM | 360,000 tested, 2% active | AID 1159606, 2016; in the data active means inhibition above about 50%
Starred values were filed as active, the others as inactive; nt = not tested or not shown. This is a subset, so the mix of outcomes need not match the whole.

SMILES	EBV LMP1 NFkB	NR5A2 inv ag	TROY NFkB inh	NCOA2 inhibitor	C8 TRAIL sens	TLR9-MyD88 block	NR2F2 inh	NOD2 RIPK2 PPI	NCOA3 inh	NCOA1 inh	TWEAK-Fn14 inh
Cc1cc(OCC(=O)N(C)C2CCCCC2)cc(C)c1Cl	-10.2	-19.2	-38.1	5.0	3.9	4.7	-6.5	3.6	-26.7	-6.0	-35.2
COc1ccccc1C1OCC(C)(C)CO1	-3.5	9.7	-2.5	-7.7	-9.0	-14.6	-3.8	9.3	3.1	-2.3	6.2
CCOC(=O)C1=C(CSc2nc(-c3ccncc3)ccc2C#N)OC(N)=C(C#N)C1c1ccc(OC)cc1 (stereo unspecified)	-2.3	-38.1	-6.9	-8.4	-1.3	7.9	-8.0	11.2	-9.8	3.1	-37.0
CCc1c(C)sc(NC(=O)Cn2nc(C)c([N+](=O)[O-])c2C)c1C(N)=O	6.6	10.6	10.4	-19.2	-3.5	4.3	-9.3	2.1	12.5	6.7	-15.4
CC(C)CNc1nc(S(=O)(=O)c2ccccc2)c(Cl)s1	-8.8	2.9	1.4	10.6	22.1	-2.8	13.7	12.5	2.8	-15.3	-19.7
CCn1c(=O)cc(OCC(=O)N2CCCCCC2)c2ccccc21	-2.1	5.2	2.8	-12.8	-7.4	1.4	-29.4	-3.3	10.9	-14.0	-5.5
Cc1ccc(OCCNC(=O)c2cccc(Oc3ccc(C(F)(F)F)cc3[N+](=O)[O-])c2)cc1	-7.3	-1.7	28.8	-11.0	-7.5	0.4	-6.7	-4.2	10.1	-0.7	29.1
CCOC(=O)c1c(NC(C)=O)sc(/C(C)=N/Nc2ccc(C(=O)O)cc2)c1C	-4.4	-15.1	1.8	-18.2	-15.9	-2.8	-0.3	2.3	-3.5	-16.1	8.6
O=C(O)c1cc(NC(=O)c2ccccc2F)cc(NC(=O)c2ccccc2F)c1	-23.7	-4.0	11.4	11.8	-10.4	3.1	-4.3	-3.9	5.1	-5.6	13.3
CCc1nc2c(OCc3ccccc3C(=O)OC)cccn2c1N(C)C(=O)c1ccncc1	nt	-1.1	-9.0	5.1	2.8	nt	10.1	-25.0	18.8	10.8	-34.8
CCN(C(=O)C(C)N1C(=O)/C(=C/c2cccs2)SC1=S)C1CCS(=O)(=O)C1 (stereo unspecified)	4.9	6.4	-5.5	-20.4	4.3	-0.1	18.8	-14.7	20.6	-4.8	15.3
Cc1cccc(NC(=O)c2c(O)c3ccccc3[nH]c2=O)c1	-41.5	8.7	-51.2	-40.3	-0.5	-7.6	-1.8	12.3	-52.6	-17.0	-3.5
CNC(=O)NC(=O)COC(=O)/C=C/c1cccc(Br)c1	7.0	6.6	10.0	-6.5	-2.8	1.8	11.4	-15.2	6.7	-8.4	0.6
Cc1ccc(OCC(=O)Nc2ccc(S(=O)(=O)Nc3ccccn3)cc2)cc1	0.8	-2.0	9.3	-15.0	0.6	-0.4	-0.6	3.8	23.1	4.0	-11.9
COc1ccc(CN2CCC(c3nc4ccc(Cl)cc4[nH]3)CC2)cc1	0.7	2.6	11.5	6.2	6.4	-4.1	-3.0	8.0	5.7	2.5	-8.5
CCCNC(=O)c1cc(C2CCCN(C(=O)c3ccc4c(c3)CCO4)C2)on1 (stereo unspecified)	nt	-11.7	6.6	-17.1	-4.4	nt	9.7	9.4	4.9	-5.1	-19.9
CN(Cc1ccc(F)cc1)Cc1nc(-c2ccccc2)no1	-4.4	-12.3	-8.4	-21.5	1.2	-5.1	18.4	-15.3	3.5	-3.7	0.1
CCCc1cc(=O)n2nc(N3CCC(C(=O)Nc4cccc(C(C)=O)c4)CC3)sc2n1	5.9	11.6	-20.4	-0.4	5.7	5.6	-12.4	-1.8	6.8	3.4	4.7
Cc1nn(-c2ccccn2)c2c1C(=O)C(Br)CC2 (stereo unspecified)	11.9	-0.5	-5.0	nt	-4.4	0.1	nt	3.8	14.0	-10.1	4.8
CSc1ncc(CN2CCN(C3CCN(C(C)C)CC3)C(CCO)C2)cn1 (stereo unspecified)	-2.2	-5.2	5.3	2.2	8.6	1.8	-17.2	-1.0	18.8	-0.5	-8.7
CC1(c2ccccc2Cl)NC(=O)N(CC(=O)N2CCc3ccccc3C2)C1=O (stereo unspecified)	-3.0	3.4	16.0	-10.5	-12.2	-3.3	8.8	-2.6	0.4	-3.5	-1.9
C[C@@H]1CN([C@@H](C)CO)S(=O)(=O)c2ccc(Br)cc2O[C@H]1CN(C)Cc1ccccn1	-5.1	14.7	-8.8	20.4	1.7	-13.7	3.7	-0.5	-14.9	12.0	-4.3
COc1cc(C(=O)NCCC(c2ccccc2)c2ccccc2)cc(OC)c1OC	-1.7	3.2	0.3	8.5	0.8	1.6	-4.1	2.4	-61.1	-4.4	-19.2
CNC(CC(C)C)C(=O)NC1C(=O)NC(CC(N)=O)C(=O)NC2C(=O)NC3C(=O)NC(C(=O)NC(C(=O)O)c4cc(O)cc(O)c4-c4cc3ccc4O)C(O)c3ccc(c(Cl)c3)Oc3cc2cc(c3OC2OC(CO)C(O)C(O)C2OC2C[C@](C)(N)C(O)C(C)O2)Oc2ccc(cc2Cl)C1O (stereo partly specified)	-8.7	-3.4	1.8	13.7	-3.9	-16.8	-12.2	-8.1	15.3	0.2	-6.2
CC(=O)Nc1ccc(S(=O)(=O)NCc2cn3c(C)csc3n2)cc1	-0.3	-5.7	15.6	-1.6	-15.8	7.8	-8.3	-12.3	3.6	-51.3	-5.2
CC(C)CCOCc1nc2sc3c(c2c(=O)[nH]1)CCC(C)C3 (stereo unspecified)	-15.3	-8.6	-81.3	-15.0	0.5	-1.6	9.0	-0.8	-33.8	-32.7	-39.9
CN(Cc1cn(-c2ccccc2)nc1-c1cc2ccccc2o1)C(=O)CCC(=O)O	-2.3	-16.6	-14.7	-18.6	16.2	8.7	6.7	6.3	-2.4	-40.4	-2.8
O=C(NN1C(=O)C2C3C=CC(O3)C2C1=O)c1ccncc1 (stereo unspecified)	-3.0	16.6	14.0	8.1	1.7	9.2	17.3	-1.0	3.5	-1.0	14.1
COc1ccc(NC(=S)N(CCc2ccncc2)C(C)C)cc1Cl	2.5	-12.9	-4.8	6.6	-4.3	5.8	15.5	-5.3	6.7	15.3	-2.7
c1ccc(CSc2nnc(-c3ccccc3)c(-c3ccccc3)n2)cc1	-5.9	-16.3	-14.8	18.5	14.0	-9.7	5.4	7.8	11.2	0.2	3.8
CCOc1ccc(C2=Nc3ccccc3C(c3ccc(N4CCOCC4)cc3)=NN2)cc1	-13.8	-111.8	-36.4	-24.3	18.7	-3.3	-36.8	3.0	-74.2	-53.8	4.0
CCN1C(=NCc2ccc(OC)cc2)N[C@@H](c2ccccc2)[C@H](C(=O)OC)[C@H]1C	-1.8	-0.8	14.9	-16.8	-7.2	-10.4	4.0	-0.6	-35.5	-7.2	-0.3
O=C1c2ccccc2C(=O)c2cc(NC(=O)C3CC3)ccc21	-40.9	-80.7	-79.9	-56.2	16.5	2.5	-28.7	-6.5	-70.4	-169.1	-3.4
CCCOc1ccc(-c2nc(OCC)c3ccccc3n2)cc1	-29.5	-96.0	-32.6	0.0	-21.3	5.0	-24.8	-8.7	-4.0	-25.0	32.6
COCCN(C(=O)c1cccc(-n2cnnn2)c1)c1c(N)n(CC(C)C)c(=O)[nH]c1=O	3.9	0.8	15.3	-18.4	1.2	6.6	0.4	-8.7	0.4	-15.3	9.0
Cc1ccccc1OCC(=O)N1N=C(C(F)(F)F)CC1(O)C(C)(C)C (stereo unspecified)	-3.7	7.2	1.1	0.9	0.5	5.5	16.5	-5.7	12.3	1.3	-10.6
O=C(c1ccc(Cl)c(S(=O)(=O)N2CCCCC2)c1)N1CCCCC1	-18.6	0.2	-6.7	-13.9	-8.8	2.7	6.2	-4.5	-6.4	10.3	-9.6
O=C(Cc1ccccc1)NN1C(=O)C2C3C=CC(C3)[C@@H]2C1=O (stereo partly specified)	-4.8	-1.6	-17.4	-26.1	3.1	6.1	-8.7	-7.2	-12.9	-0.9	-8.4
COc1ccc(-c2nnc(SC(=O)N3c4ccccc4Sc4ccccc43)o2)cc1	3.1	-74.3	-40.9	0.4	2.9	-2.6	18.5	7.1	4.0	-11.7	18.2
COc1ccc(N/N=C(\C#N)C(=N)N2CCOCC2)cc1	4.1	-30.2	-2.2	-12.3	3.0	-15.3	-26.2	-0.9	-15.5	-28.0	11.4

Single entries from above:
For TLR9-MyD88 block, CCn1c(=O)cc(OCC(=O)N2CCCCCC2)c2ccccc21 has the entry 1.4
For C8 TRAIL sens, Cc1cc(OCC(=O)N(C)C2CCCCC2)cc(C)c1Cl has the entry 3.9

Screening data as filed in PubChem BioAssay.
